CBFb-RUNX1 inh: CBF-beta/RUNX1 interaction disruption; AID 1477; 230,000 tested, under 10 active; AlphaScreen CBFb-His/RUNX1-biotin binding, biochemical; Q01196+Q13951; Potency, µM (highest dose often 59.8 µM), for inactives: at the highest dose activity, negative = inhibition, actives largely listed as inhibitors; note: % of control where 0% means no effect
Target sequence (Q01196 whole entry, looked up): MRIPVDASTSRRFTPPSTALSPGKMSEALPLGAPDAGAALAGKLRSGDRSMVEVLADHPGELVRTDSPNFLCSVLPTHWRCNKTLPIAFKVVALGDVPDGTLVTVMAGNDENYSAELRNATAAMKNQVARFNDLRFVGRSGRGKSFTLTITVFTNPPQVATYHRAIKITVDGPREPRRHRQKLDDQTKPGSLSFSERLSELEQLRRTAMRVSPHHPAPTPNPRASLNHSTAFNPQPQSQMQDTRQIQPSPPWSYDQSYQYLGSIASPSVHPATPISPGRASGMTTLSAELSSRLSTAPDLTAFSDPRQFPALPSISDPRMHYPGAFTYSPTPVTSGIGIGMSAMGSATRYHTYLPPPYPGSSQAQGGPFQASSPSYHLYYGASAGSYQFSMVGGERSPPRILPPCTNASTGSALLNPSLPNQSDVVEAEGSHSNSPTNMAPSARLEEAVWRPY
Target sequence (Q13951 whole entry, looked up): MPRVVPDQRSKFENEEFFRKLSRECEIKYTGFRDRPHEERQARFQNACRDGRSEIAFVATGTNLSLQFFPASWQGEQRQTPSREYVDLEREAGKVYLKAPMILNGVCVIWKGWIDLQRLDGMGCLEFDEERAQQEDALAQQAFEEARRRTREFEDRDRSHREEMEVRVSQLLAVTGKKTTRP
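Inhibition was taken as any reduction in AlphaScreen signal from the CBF-beta–RUNX1 pair (His and biotin tags, 30 nM each), measured after compound (15 min) and bead (90 min) incubations at room temperature.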
Luc counter: Kinase-Glo luciferase inhibition (counter-screen) | Kinase-Glo luciferase, ATP luminescence, 8 min | Q27757 | AID 1379 | actives 0.28% (n = 200,000) | Potency, µM (doses to about 38.3 µM), inactives show at the top dose activity change, negative = inhibition, hits mostly inhibitors; note: potency is the fitted concentration of half-maximal effect; % is set by controls: 0 for no effect and ±100 for the full control effect; nearly all actives have a fitted effect of over 60% in size
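Recombinant Kinase-Glo luciferase, 10 uM ATP (linear range), luciferin; imidazole pH 7.2 / KCl / MgCl2 / Tween / BSA buffer; 8 min RT; luminescence.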
IMPase Li inh: IMPase inhibition in cells with lithium potentiation; CHO-M1 cells, IP1 TR-FRET (IP-One), carbachol + lithium; Potency, µM (top dose mostly 59.4 µM), for the others: at the top dose activity, negative = IMPase inhibition, most hits filed as inhibitors; actives 0.35% (n = 210,000); AID 1457;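 note: IP1 builds up when IMPase is blocked and the TR-FRET signal falls; potency is the fitted concentration of half-maximal effect; plate controls were basal vehicle for no effect and high inhibitor control for full effect; nearly all actives have a fitted effect of over 50% in size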
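Test compounds were applied to CHO-M1 cells previously cultured for 16–30 h at 2000 per well. A small lithium amount accompanied them; after 30 min at 37C, IP1 was quantified by TR-FRET.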
GLA spleen mod: alpha-galactosidase A (human) modulation | P06280 | human spleen homogenate, 4MU-alpha-Gal fluorescence, 40 min | Potency, µM (doses to about 80 µM), without a hit: at the top dose activity change, negative = inhibition, actives largely listed as inhibitors | actives 0.008% (n = 240,000);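 note: potency is the fitted concentration of half-maximal effect; 0% = enzyme with vehicle and -100% = no enzyme basal signal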
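Inhibition or activation of alpha-galactosidase in human spleen homogenate is scored by 4-MU fluorescence after 40 min at 37C, pH 5.0, with 1 mM substrate. AC50s come from concentration-response fitted to the Hill equation.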
NPSR antagonist: blocks cAMP signaling of the human neuropeptide S receptor; actives 1% (n = 220,000); CHO-NPSR cells, cAMP TR-FRET, antagonist mode; Potency, µM (series often up to 38.3 µM), for inactives: at the top dose activity change, negative = inhibition, usual class: inhibitors; Q6W5P4; note: potency is the fitted concentration of half-maximal effect; % is set by controls: 0 for no effect and ±100 for the full control effect; nearly all actives have a fitted effect of over 50% in size; many of its hits are not listed in these tables
Target sequence (Q6W5P4 whole entry, looked up): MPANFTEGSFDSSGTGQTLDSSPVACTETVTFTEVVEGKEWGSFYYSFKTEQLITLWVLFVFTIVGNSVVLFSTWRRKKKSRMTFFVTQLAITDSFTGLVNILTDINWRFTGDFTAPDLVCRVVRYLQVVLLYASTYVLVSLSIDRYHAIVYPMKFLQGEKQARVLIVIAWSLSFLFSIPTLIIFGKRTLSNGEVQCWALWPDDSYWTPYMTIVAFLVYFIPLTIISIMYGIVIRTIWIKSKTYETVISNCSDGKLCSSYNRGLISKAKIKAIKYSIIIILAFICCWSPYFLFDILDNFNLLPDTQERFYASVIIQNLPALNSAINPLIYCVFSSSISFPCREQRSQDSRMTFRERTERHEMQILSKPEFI
Lamin A splicing: LMNA splicing modulation. HeLa LMNA splicing GFP/RFP minigene ratio, 48 h. Potency, µM (titrated, usually from 46.1 µM), without a hit: top-dose ratio change, negative = inhibition, actives largely listed as inhibitors. actives 0.01% (n = 200,000). AID 1487; active = well fitted inhibition curve with a large enough effect in the signal ratio, with a control signal flat, not every such curve was filed as active; inconclusive = small, poorly fitted or top-dose-only effect, or effect the other way, or a change in a side signal; the % refers to the signal ratio; note: potency is the fitted concentration of half-maximal effect; % is set by controls: 0 for no effect and ±100 for the full control effect
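S3 HeLa stable clones carrying a lamin A-EGFP splicing minigene plus DsRed2 were seeded at 600 cells/well in Opti-MEM with 2% FBS, pin-dosed and incubated 48 h at 37°C. Acumen cytometry (488 nm) gave the GFP/RFP total-intensity ratio.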
Epigenetic derep: regulators of epigenetic silencing causing reporter derepression in mouse cells. murine LDR cells, GFP reporter derepression, 30 h. Potency, µM (top dose mostly 53.9 µM), for inactives: top-dose GFP activation, usual class: activators. actives 0.2% (n = 280,000); note: potency is the fitted concentration of half-maximal effect; % of control where 0% means no effect; nearly all actives have a fitted effect of over 60% in size
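Murine LDR cells bearing a silenced CMV-driven GFP reporter were exposed to compound for 30 h at 37 C. After PBS washes, GFP-positive cells (20-120 um objects) counted by laser-scanning microplate cytometry.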
* hit, by the source's call; ? = inconclusive; . = not tested or not shown; & = joins results of further samples; [ ] = another dose, or the depositor's remark. Unless noted, calls come from the whole dose curve; as a rule, active = well fitted curve in the direction sought with a large enough effect; inconclusive = small, poorly fitted or top-dose-only effect, or another doubt; inactive = no such curve, though single readings can be large; an effect the other way counts as inactive or inconclusive. A portion of the library, so the mix of outcomes need not match the whole.

SMILES | CBFb-RUNX1 inh | Luc counter | IMPase Li inh | GLA spleen mod | NPSR antagonist | Lamin A splicing | Epigenetic derep
CS(=O)(=O)N(CC(=O)N1CCN(c2ccccc2)CC1)C1CCCCC1 | 7% | 7% | 13%[38.3 µM] | 2% | -27%[46.1 µM] | -7% | 0.0%
CCN(CCCNC(=O)CC1Oc2ccc(C)cc2NC1=O)Cc1ccccc1 (configuration not stated) | 9% | 2% | 7% | 7% | 19% | 0% | -1.0%
CCN(CC)S(=O)(=O)c1ccc(OC)c(NC(=O)c2ccc(=O)[nH]c2)c1 | 13% | . | . | 5% | 7% | . | 4.0%
Cc1nn(-c2ccccc2)c(N2CCCCC2)c1/C=N/NC(=O)c1ccncc1 | 0% | -3% | 3% | -6% | -28% | . | 1.2%
COc1cc2c(cc1OC)CN(C(=O)CSc1n[nH]c(N)n1)CC2 | 6% | -1% | 19%[38.3 µM] | -3% | -3%[46.1 µM] | 0% | 0.9%
CNC1(c2nnnn2-c2ccccc2C)CCOC(C)(C)C1 (configuration not stated) | 5% | . | . | 0% | 9% | . | -1.9%
CCc1cc(OCCN2C(=O)NC(C)(C)C2=O)ccc1Cl | 1% | -3% | -10%[38.3 µM] | 12% | 0%[46.1 µM] | 7% | -3.5%
O=C(/C=C/c1ccccc1Cl)c1ccccc(=O)c1O | -19% | -2% | 4% | -8% | 10µM* | ? | 4.8%
COC(=O)C1C(=O)CC(C)(O)C(C(=O)OC)C1c1ccc2c(c1)OCO2 (configuration not stated) | 11% | 2% | -10% | 5% | -9%[46.1 µM] | -11% | 0.0%
CC(C)COC(=O)c1ccccc1OC(=O)c1ccncc1 | -21% | 0% | 5% | 6% | 14% | 11%[46 µM] | -1.4%
CC(C)(O)C#Cc1ccc(C(=O)N2CCN(c3ccc(Cl)cc3)CC2)cc1 | 10% | 12% | -1% | 3% | 6% | . | 4.4%
CCc1cccc(C)c1NC(=O)Nc1ccc2c(c1)OCO2 | 4% | -2% | 6% | 1% | -2% | -5%[46 µM] | -0.4%
Cc1nc[nH]c(=O)c1Br | -1% | 1% | -6% | -3% | 14% | -5% | 1.0%
COc1ccc(OC)c(CCNC(=O)C2CCN(c3nnc(-n4cccc4)s3)CC2)c1 | -13% | -2% | 8%[38.3 µM] | 11% | -15%[46.1 µM] | ? | 0.8%
COC(=O)c1ccc(C(=O)OC)c(N)c1 | 7% | -6% | -6%[38.3 µM] | ? | -4%[46.1 µM] | 4% | -1.0%
Cc1ccc(-n2nc3ccc(NC(=O)/C=C/c4ccco4)cc3n2)cc1C | -9% | -6% | 2%[38.3 µM] | 0% | -25%[46.1 µM] | ? | 0.0%
COc1cc2cc(Oc3ccc4ccc(=O)oc4c3)c(=O)oc2cc1OC(=O)/C=C/c1ccccc1 | 2% | . | . | -3% | 21% | . | 2.8%
Cc1cccc(CSc2nn3c(=O)c(C)nnc3s2)c1 | -3% | 0% | 4% | 0% | -5%[46.1 µM] | -11% | 1.1%
COC(=O)c1ccc(COc2ccccc2/C=N/NC(N)=O)o1 | 10% | . | . | 0% | -7% | . | -1.8%
CC(C)(c1ccccc1)c1ccc(OCCCN2CCNCC2)cc1 | -4% | 0% | 2% | 0% | -5% | . | -2.8%
COc1cccc(C(C(=O)NCc2ccco2)N(Cc2ccco2)C(=O)Cn2nnc3ccccc32)c1 (configuration not stated) | 6% | -2% | 13% | -2% | 2%[46.1 µM] | -9% | 0.0%
CCOC(=O)c1sc(-c2ccccn2)nc1C | -5% | -3% | -11% | -7% | 6% | ? | -0.4%
O=C1c2ccccc2C(=O)N1CCCCSc1nc2ccccc2o1 | ? | -3% | 41%[activator][38.3 µM] | -6% | -14%[46.1 µM] | 5% | -5.8%
Nc1cc(N)nc(SCC(=O)c2ccc3c(c2)NC(=O)CO3)n1 | -9% | 0% | -1% | -1% | 8% | . | -0.8%
CN(C)CCN(Cc1cccs1)c1ccccn1 | 1% | -5% | 43%&33%&12%&3%[activator] | 4% | 10% | -14%&4%&-14% | -1.2%

Reprinted from the entries so far for reference:
SMILES | CBFb-RUNX1 inh | Luc counter | IMPase Li inh | GLA spleen mod | NPSR antagonist | Lamin A splicing | Epigenetic derep
Cc1nc[nH]c(=O)c1Br | -1% | 1% | -6% | -3% | 14% | -5% | 1.0%
COc1ccc(OC)c(CCNC(=O)C2CCN(c3nnc(-n4cccc4)s3)CC2)c1 | -13% | -2% | 8%[38.3 µM] | 11% | -15%[46.1 µM] | ? | 0.8%
COC(=O)c1ccc(C(=O)OC)c(N)c1 | 7% | -6% | -6%[38.3 µM] | ? | -4%[46.1 µM] | 4% | -1.0%
Cc1ccc(-n2nc3ccc(NC(=O)/C=C/c4ccco4)cc3n2)cc1C | -9% | -6% | 2%[38.3 µM] | 0% | -25%[46.1 µM] | ? | 0.0%
COc1cc2cc(Oc3ccc4ccc(=O)oc4c3)c(=O)oc2cc1OC(=O)/C=C/c1ccccc1 | 2% | . | . | -3% | 21% | . | 2.8%
Cc1cccc(CSc2nn3c(=O)c(C)nnc3s2)c1 | -3% | 0% | 4% | 0% | -5%[46.1 µM] | -11% | 1.1%
COC(=O)c1ccc(COc2ccccc2/C=N/NC(N)=O)o1 | 10% | . | . | 0% | -7% | . | -1.8%
CC(C)(c1ccccc1)c1ccc(OCCCN2CCNCC2)cc1 | -4% | 0% | 2% | 0% | -5% | . | -2.8%
COc1cccc(C(C(=O)NCc2ccco2)N(Cc2ccco2)C(=O)Cn2nnc3ccccc32)c1 (configuration not stated) | 6% | -2% | 13% | -2% | 2%[46.1 µM] | -9% | 0.0%
CCOC(=O)c1sc(-c2ccccn2)nc1C | -5% | -3% | -11% | -7% | 6% | ? | -0.4%
O=C1c2ccccc2C(=O)N1CCCCSc1nc2ccccc2o1 | ? | -3% | 41%[activator][38.3 µM] | -6% | -14%[46.1 µM] | 5% | -5.8%
Nc1cc(N)nc(SCC(=O)c2ccc3c(c2)NC(=O)CO3)n1 | -9% | 0% | -1% | -1% | 8% | . | -0.8%
CN(C)CCN(Cc1cccs1)c1ccccn1 | 1% | -5% | 43%&33%&12%&3%[activator] | 4% | 10% | -14%&4%&-14% | -1.2%

Remaining list, next part
SMILES | CBFb-RUNX1 inh | Luc counter | IMPase Li inh | GLA spleen mod | NPSR antagonist | Lamin A splicing | Epigenetic derep
C=CCn1c(SCC(=O)c2ccc(O)c(O)c2)nnc1-c1cccnc1 | ? | . | . | -3% | 4%[7.67 µM] | . | 2.4%
CCOCCCNC(=O)CN1CCN(Cc2ccccc2C)C1=O | 12% | 3% | 33%[38.3 µM] | 4% | -5%[46.1 µM] | -3% | 0.0%
Nc1nc(SCc2ccccc2Cl)ns1 | 3% | -5% | 5% | 9% | 3%[46.1 µM] | 2% | -2.3%
COc1ccc(N=[N+]([O-])c2ccc(OC)cc2)cc1 | 6%[21.7 µM] | . | 9% | 7% | . | . | .
N#Cc1ncc(-c2ccc3c(c2)OCCOCCOCCOCCOCCO3)nc1C#N | -23% | 0% | 1% | -13% | -24% | ? | 0.1%
O=C(NCc1ccccc1)c1cc(-c2ccco2)on1 | 7% | 0% | 12%[38.3 µM] | 2% | -5%[46.1 µM] | -14% | 0.0%
C/C(N)=C(/C#N)C(=O)COC(=O)CNS(=O)(=O)c1ccc(C)cc1 | 3% | -1% | -1% | -6% | -2% | ? | -2.2%
COc1ccc(C(CNC(=O)/C=C/c2c(Cl)nc3ccccn23)N(C)C)cc1 (configuration not stated) | 4% | 0% | 9% | 0% | -35% | ? | -1.4%
COc1cc(/C=N/NC(=O)c2[nH]nc3c2CCc2ccccc2-3)ccc1O | -2% | 0% | 13% | 0% | 9% | ? | -1.1%
CCCOc1ccc(C(=O)C(CCC(CNCC)C(=O)c2ccc(OCCC)cc2)CNCC)cc1 (configuration not stated) | 6% | -2% | -2% | 1% | -33% | ? | 1.0%
COC(=O)c1c(N2C(=O)[C@H]3[C@@H](C2=O)[C@]2(C(=O)Nc4ccccc42)N2CCC[C@@H]32)sc(C)c1C | -10% | -2% | 2% | 5% | -25% | -4%[9.22 µM] | -3.4%
C/C(=N\NC(=O)Cn1cnc2ccccc21)c1cccs1 | 0% | 1% | 4% | -3% | 6% | -3%[46 µM] | -2.7%
COC(=O)c1ccccc1NC(=O)c1sc(=S)n(C)c1N | -7% | -2% | 9%[38.3 µM] | -2% | 9%[46.1 µM] | 10% | 1.5%
Cc1cc2nc3ccc(=[N+](C)C)cc-3sc2cc1N | ? | . | . | -15% | ? | . | 0.1%
CNC(=O)CSCc1c(Cl)cccc1Cl | 5% | 0% | 18%[38.3 µM] | 4% | -1%[46.1 µM] | 6% | 0.0%
COCCn1c(=O)c(-c2ccc(F)cc2)nc2cnc(Oc3ccc(OC)cc3)nc21 | . | -1% | 0% | -7% | . | . | .
CCS(=O)(=O)CCSc1nc2ccccc2o1 | 8% | 2% | 22%[38.3 µM] | -4% | -1%[46.1 µM] | 0% | -1.0%
CCc1ccc(NC(=O)c2cnn(-c3ccccc3)c2C2CCNCC2)cc1 | 14% | 0% | 1% | -8% | 38% | . | 4.6%
Cc1nc(NCc2ccccc2)c2nc(-c3ccccc3)n(CCCN3CCOCC3)c2n1 | -9% | -3% | -2% | 0% | . | . | 1.0%
CCCCCc1ccc(-c2nnc(N)s2)cc1 | -1% | 2% | 10% | 10% | -15% | 21%[46 µM] | -1.1%
CCN(CC)C(=O)N1c2ccccc2CC(N(CC)CC)c2ccccc21 (configuration not stated) | 5% | -1% | 19%[38.3 µM] | 6% | -16%[46.1 µM] | 11% | 3.4%
O=C(CN1C(=O)c2ccccc2S1(=O)=O)NCc1ccccc1Cl | 2% | 3% | 5% | 5% | 2% | -16% | -1.0%
O=C1c2ccccc2NC(c2ccco2)N1NS(=O)(=O)c1ccccc1 (configuration not stated) | 3% | -1% | -6% | 5% | -9% | ? | -2.0%
COc1ccc2oc(C(=O)NCCC(C)C)c(C)c2c1 | 11% | -1% | 5% | 7% | -22% | 4%[46 µM] | -0.4%
CS(=O)(=O)N1CCN(C(=O)C2c3ccccc3Oc3ccccc32)CC1 | 10% | -2% | 17% | 4% | 0%[46.1 µM] | -4% | 0.0%
COC(=O)c1c(NC(=O)CN2CCC(C)CC2)c2c(C)cccc2n1C | 0% | -4% | -4%[38.3 µM] | -1% | -14%[46.1 µM] | -1% | 2.8%
